Pf Dd2 inh – Plasmodium falciparum Dd2 growth inhibition. P. falciparum Dd2 growth, SYBR Green, 72 h. Potency, µM (series often up to 28.9 µM), for inactives: top-dose activity, negative = inhibition, usual class: inhibitors. 120,000 compounds, 4.3% hits. AID 1347417; active means well fitted inhibition curve with a large enough effect; inconclusive means small, poorly fitted or top-dose-only effect; inactive means no such curve, though single readings can be large or run the other way;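 further: plate controls were DMSO vehicle for no effect and reference drug for full effect; nearly all actives have a fitted effect of over 65% in size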
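Readout: SYBR Green fluorescence, 485 nm excitation, 535 nm emission, after ~16 h lysis at 37C. Before that, Dd2-infected red cells (2.5% hematocrit) grew 72 h with compound, 29 uM top final concentration.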
Numbers without * were called inactive; i = inactive; ? = inconclusive; [ ] = dose if it differs, or a comment. Potency means the concentration at half of the fitted maximal effect. These rows are one share of the data (hit frequency here may not be typical).

SMILES,Pf Dd2 inh
COCCn1nc2n(c1=O)CCN(Cc1ccc(Br)s1)CC2,18%
Cc1ccc2nc3c(cc(C(=O)NC4CCCCC4)c(=N)n3C(C)C)c(=O)n2c1,6%
O=C(NCc1ccc(F)cc1F)c1noc(-c2ccc(F)cc2)n1,53%[activator]
CC[C@H]1CN(C(=O)Nc2cccc(OC)c2)CC[C@H]1CC(=O)NCc1ccccc1,13µM*
CCc1ccc(CN2CCc3nc(N4CCN(c5ccccc5F)CC4)ncc3C2)cc1,8.9µM*
Cc1ccc(C(=O)c2oc3ccccc3c2NC(=O)COc2ccccc2Cl)cc1,47%[activator]
COCCNC(=O)[C@H]1C[C@H](Oc2ccccc2)CN1C(=O)Nc1ccc2c(c1)OCCO2,i
Cc1ccc(S(=O)(=O)N(C)CC2CCOCC2)c(C)c1,?
CN1CCc2c([nH]c3ccccc23)C12CCN(C(=O)c1cccs1)CC2,?
CCc1ccc(NS(=O)(=O)c2cc(-c3cnc(C4CC4)o3)ccc2C)cc1,?

The last two compounds of the part above open the next one:
SMILES,Pf Dd2 inh
CN1CCc2c([nH]c3ccccc23)C12CCN(C(=O)c1cccs1)CC2,?
CCc1ccc(NS(=O)(=O)c2cc(-c3cnc(C4CC4)o3)ccc2C)cc1,?
Cc1ccc(Cn2c(C3CCN(C(=O)c4sccc4C)CC3)n[nH]c2=O)cc1,-16%
Cc1noc(-c2cccc(OC3CN(C(=O)c4sccc4C)C3)c2)n1,1%[5.79 µM]
CCc1cccc(NC(=O)C2(C)CCCCC(=O)N2)c1 (stereo not drawn),i
CCc1ccc(NS(=O)(=O)c2ccc3oc(=O)c4ncn(CC)c4c3c2)cc1,6%
Cc1ccc(-c2nc3cc(Cl)ccc3o2)cc1NC(=O)COc1ccc(F)cc1,19%
CCc1ccc(-c2cn3c(n2)sc2cc(C(=O)NC4CCCCC4)ccc23)cc1,i
CCc1ccc(CN(Cc2ccco2)c2cnc(S(C)(=O)=O)nc2C(=O)Nc2c(C)cccc2C)cc1,?
CCCCOC(=O)Cn1nnc2sc(-c3ccccc3)cc2c1=O,26%
CCC[C@@H]1CN(Cc2cn[nH]n2)C[C@H]1C(=O)O,-7%
NC(=O)CNC(=O)[C@@]1(O)C[C@@H](O)[C@H](O)[C@@H](NC(=O)NC2CCCCC2)C1,-7%[44.1 µM]

Looked up above:
Result of Cc1ccc(Cn2c(C3CCN(C(=O)c4sccc4C)CC3)n[nH]c2=O)cc1 under Pf Dd2 inh: -16%
Result of Cc1ccc(-c2nc3cc(Cl)ccc3o2)cc1NC(=O)COc1ccc(F)cc1 under Pf Dd2 inh: 19%

Structures from the list above that have a thiophene ring, fused or not:
SMILES,Pf Dd2 inh
COCCn1nc2n(c1=O)CCN(Cc1ccc(Br)s1)CC2,18%
CN1CCc2c([nH]c3ccccc23)C12CCN(C(=O)c1cccs1)CC2,?
Cc1ccc(Cn2c(C3CCN(C(=O)c4sccc4C)CC3)n[nH]c2=O)cc1,-16%
Cc1noc(-c2cccc(OC3CN(C(=O)c4sccc4C)C3)c2)n1,1%[5.79 µM]
CCCCOC(=O)Cn1nnc2sc(-c3ccccc3)cc2c1=O,26%

(listing goes on)
SMILES,Pf Dd2 inh
O=C1CCN(C(=O)C2CCN(C(=O)c3ccco3)CC2)CCCCCCN1,21%
O=C(NCC12CCCC=C1N(CC1CC1)C(=O)CC2)c1ccncc1 (stereo not drawn),-13%
CN1CCN(c2nc3c(c(=O)[nH]2)CCN(Cc2ccc(Cl)cc2)CC3)CC1,i[5.79 µM]
O=C(Cc1cccnc1)N1C[C@@H](COCC2CC2)[C@H](c2ccncc2)C1,28%
O=C(COc1ccccc1)N1CC(F)(F)C[C@H]1c1nc(C2CC2)no1,-5%
Cc1cc2c(cc1S(=O)(=O)CCC(=O)Nc1ccc(OC(F)(F)F)cc1)OCC(=O)N2,i
NC(=O)NCc1cn(C2CCN(Cc3cc4ccccc4s3)CC2)nn1,-13%
COc1ccc(Cn2c3c(c(=O)n2Cc2ccccc2)CCN(C(C)=O)C3)cc1,27%[44.1 µM]
O=c1[nH]c(C2CCCN(Cc3ccc(F)cc3)C2)nn1-c1ccc(Cl)cc1 (stereo not drawn),?
CC1=C[C@@H](CNCCN(C)C)[C@H](C(C)C)C[C@H]1Cc1nnc(C(C)(C)C)o1,?
COc1cccc(CCC(=O)N2CCC3(CC2)N=C(c2ccc(Cl)cc2)NO3)c1,i
Cc1nnc(-c2cc(-c3cccc(F)c3)ccn2)n1CCN1CCOCC1,i
COc1ccc(CNC(=O)c2cc3cc(C)ccc3n2C)cc1,56%[activator][0.594 µM]
Cc1ccc(Cl)cc1N1CCN(C(=O)CCS(=O)(=O)c2cc(Br)cc3c2N(C(=O)C2CC2)CC3)CC1,10µM*
CNc1cccnc1OC1CCN(S(=O)(=O)Cc2ccccc2)C1 (stereo not drawn),-23%
CN(C(=O)N1CCCn2nc(C(=O)N3CCOCC3)cc2C1)c1ccccc1,7%
CCc1cc2c(cc(C(=O)OC)n2Cc2nc(-c3ccc(C)cc3)oc2C)s1,-20%
Cc1ccccc1-c1cnc2[nH]cc(CC(=O)NCc3ccco3)c2c1,-7%[44.1 µM]
Clc1ccc(-c2nc(C3CC3)nc3c2CCN(Cc2ccccc2)CC3)cc1,i

In another format: results already given
canonical_smiles: CCc1ccc(-c2cn3c(n2)sc2cc(C(=O)NC4CCCCC4)ccc23)cc1
  Pf Dd2 inh = i
canonical_smiles: CCc1ccc(CN(Cc2ccco2)c2cnc(S(C)(=O)=O)nc2C(=O)Nc2c(C)cccc2C)cc1
  Pf Dd2 inh = ?
canonical_smiles: CCCCOC(=O)Cn1nnc2sc(-c3ccccc3)cc2c1=O
  Pf Dd2 inh = 26%
canonical_smiles: CCC[C@@H]1CN(Cc2cn[nH]n2)C[C@H]1C(=O)O
  Pf Dd2 inh = -7%

Compound activity (PubChem BioAssay)
